p97 ATPase inh = inhibitors of human p97 ATPase, primary screen, biochemical. Transitional endoplasmic reticulum ATPase (Homo sapiens), P55072. recombinant p97 ATPase, Kinase-Glo ATP luminescence, 3 h. inhibition, % at 8 µM. 0.42% of 220,000 active. AID 1481, 2009; in the data active = inhibition above about 15%;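 note: 0% = DMSO vehicle and 100% = wells lacking enzyme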
RBBP9 inhibitor = human RBBP9 inhibitors, primary screen, biochemical, fluorescence polarization, FP-Rh probe, HTS | Serine hydrolase RBBP9 (Homo sapiens), O75884 | recombinant RBBP9 | inhibition, % at 7.94 µM | 0.2% of 220,000 active;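 active = inhibition above the campaign mean of all tested compounds plus 3 SD, cut at about 14% in these data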;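 note: plate controls were DMSO wells with RBBP9 for no effect and wells lacking RBBP9 protein for full effect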
Target sequence (O75884 whole entry, looked up): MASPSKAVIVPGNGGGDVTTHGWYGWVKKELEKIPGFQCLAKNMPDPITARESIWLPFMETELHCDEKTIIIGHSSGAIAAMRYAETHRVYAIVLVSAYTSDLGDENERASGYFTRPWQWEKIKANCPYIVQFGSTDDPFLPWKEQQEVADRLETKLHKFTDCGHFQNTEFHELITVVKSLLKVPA
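Assay system: recombinant human RBBP9; Reagent: Serine-hydrolase probe FP-Rh, 375 nM pre-mixing; Doses: 7.94 µM single dose, 0.794% DMSO; Incubation: 30 min then 45 min, 25 °C; Detection: fluorescence polarization (mP), excitation 525 nm, emission 598 nm; Evaluation: percent inhibition from mP, scaled between DMSO and no-protein wells.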
EBV gp42 block = Epstein-Barr virus gp42 inhibitors, primary screen, biochemical, uHTS, fluorescence polarization; Glycoprotein 42 (Epstein-Barr virus (strain AG876)), Q1HVG2; Fluorescence polarization binding assay, mP read-out; inhibition, % (tested at 21.74 µM); 0.42% of 220,000 active; AID 1085, 2008; in the data active = inhibition above about 50%
Target sequence (Q1HVG2 whole entry, looked up): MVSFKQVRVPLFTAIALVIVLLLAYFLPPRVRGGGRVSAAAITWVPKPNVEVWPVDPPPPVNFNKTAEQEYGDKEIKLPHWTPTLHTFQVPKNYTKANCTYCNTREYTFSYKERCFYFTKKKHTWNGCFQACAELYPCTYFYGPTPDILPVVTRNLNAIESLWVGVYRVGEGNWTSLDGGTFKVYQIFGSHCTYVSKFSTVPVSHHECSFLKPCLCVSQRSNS
Tb hexokinase = Trypanosoma brucei hexokinase 1 inhibitors, primary screen, biochemical, G6PDH-coupled NADH absorbance, MLSCN library | 0.11% of 220,000 active | hexokinase 1 [Trypanosoma brucei] | inhibition, % at 10 µM | recombinant TbHK1, G6PDH-coupled NADH A340;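 active = inhibition of 50% or more in the single-dose primary screen; inactive = inhibition below 50%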
Runt-CBFb FRET = inhibitors of RUNX1 Runt–CBFb binding, primary screen, biochemical, FRET, Cerulean-Runt, Venus-CBFb, uHTS | Runt-related transcription factor 1 (Homo sapiens) + Core-binding factor subunit beta … | Cerulean-Runt/Venus-CBFb FRET ratio 530/480, 1 h | inhibition, % at 20 µM | 0.46% of 220,000 active | AID 1496, 2009;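 active = inhibition over about 50% at 20 µM in the single-dose screen, limit read from the data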;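 note: 0% = DMSO wells and 100% = excess unlabeled CBFb competitor control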
Target sequence (Q01196 whole entry, looked up): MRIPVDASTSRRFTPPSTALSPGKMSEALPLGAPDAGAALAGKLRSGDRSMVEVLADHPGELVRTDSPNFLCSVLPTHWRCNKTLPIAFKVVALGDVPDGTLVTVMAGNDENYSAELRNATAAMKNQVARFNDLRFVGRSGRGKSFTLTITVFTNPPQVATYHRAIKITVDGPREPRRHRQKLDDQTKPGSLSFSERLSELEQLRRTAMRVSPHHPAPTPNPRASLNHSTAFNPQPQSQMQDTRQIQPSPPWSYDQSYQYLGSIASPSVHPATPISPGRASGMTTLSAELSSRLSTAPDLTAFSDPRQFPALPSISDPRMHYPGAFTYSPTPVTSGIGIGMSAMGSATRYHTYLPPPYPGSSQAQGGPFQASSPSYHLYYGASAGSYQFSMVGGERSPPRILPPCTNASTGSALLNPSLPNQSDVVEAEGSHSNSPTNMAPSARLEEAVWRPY
Target sequence (Q13951 whole entry, looked up): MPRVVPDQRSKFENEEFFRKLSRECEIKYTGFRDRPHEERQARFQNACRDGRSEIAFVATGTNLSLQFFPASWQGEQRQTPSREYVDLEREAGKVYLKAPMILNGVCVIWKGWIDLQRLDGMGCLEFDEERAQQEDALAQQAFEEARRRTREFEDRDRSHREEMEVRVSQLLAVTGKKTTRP
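Doses: 20 µM compound in 1% DMSO | Material: Cerulean-labeled Runt domain protein | Amount: Each fluorescent fusion protein 100 nM | Schedule: Two 1 h room-temperature incubations shielded from light | Measured by: FRET fluorescence | Evaluation: Loss of energy transfer signal | Controls: Unlabeled CBFb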
p47phox inh = p47phox/p22phox peptide binding inhibitors, primary screen, biochemical, uHTS, NADPH oxidase regulatory subunit; Neutrophil cytosol factor 1 (Homo sapiens), P14598; inhibition, % at 24.7 µM; AID 1274, 2008; fluorescence polarization, 2 h; 0.53% of 220,000 active;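 active = inhibition above about 30%, limit read from the data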;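 note: 0% = p47phox with labelled peptide and 100% = labelled peptide alone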
m-calpain inh = inhibitors of pig calpain II, primary screen, biochemical, fluorogenic peptide substrate, 1536-well; purified calpain II, 30 min; inhibition, % at 16 µM; 0.37% of 220,000 active; AID 1236, 2008;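 active = inhibition above about 50%, limit read from the data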
Runt-SMMHC FRET = inhibitors of RUNX1 Runt–CBFb-SMMHC binding, primary screen, biochemical, FRET, Cerulean-Runt, Venus-CBFb-SMMHC, uHTS | Cerulean-Runt/Venus-CBFb-SMMHC FRET ratio 530/480, 1 h | inhibition, % at 20 µM | 0.74% of 220,000 active;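 active = mean inhibition across duplicate retests at 20 µM reaching about 50%, limit read from the data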;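 note: 0% = DMSO wells and 100% = wells with excess untagged CBFb-SMMHC; inhibitors lower the FRET ratio by blocking Runt binding to CBFb-SMMHC; some results filed as inactive read as strong as hits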
Furin inhibitor = human furin inhibitors, primary screen, biochemical, fluorescence intensity | P09958 | purified furin, fluorogenic substrate cleavage | inhibition, % at 30 µM | 0.061% of 220,000 active | AID 463115, 2010; in the data active = inhibition above about 25%; note: inactives centre near -15
The depositor's hits bear a star; / = not tested or not shown; [ ] = another dose, or the depositor's remark. The order is random. Share with any hit: about 2.7%.

SMILES	p97 ATPase inh	RBBP9 inhibitor	EBV gp42 block	Tb hexokinase	Runt-CBFb FRET	p47phox inh	m-calpain inh	Runt-SMMHC FRET	Furin inhibitor
CN(C)Cc1nnnn1-c1ccccc1	11	-10	-11	0	0	-8	-18	4	-21
CCC(c1nnnn1Cc1ccco1)N(Cc1cc2cc(C)cc(C)c2[nH]c1=O)CC1CCCO1 (stereo not given)	6	-5	-9	-5	10	-16	-24	-5	-16
O=c1c2ccccc2nc(SCc2nnc(-c3ccccc3Br)o2)n1-c1ccccc1	5	1	-17	1	-1	-31	-35	-1	-12[20 µM]
Cc1ccccc1NC(=O)Cn1c(CCC(=O)O)ccc1-c1cccs1	7	-2	-23	2	17	-9	-64	28	-22
O=C1[C@@H]2[C@H](C(=O)N1Cc1ccco1)[C@H]1C=C[C@@H]2C1	-1	-2	-7	8	0	0	-30	-4	1[20 µM]
Cc1ccc(C2=Nc3ccccc3N(C(=O)c3ccccc3)C(C)C2)cc1 (stereo not given)	0	-3	-12	-5	-3	-10	5	2	-12
Cc1c(C(=O)O)sc(=S)n1-c1ccccc1	6	-2	-15	-18	8	-12	9	3	-8
COc1cccc(C2CC(c3ccc(F)cc3)Nc3nc(N)nn32)c1 (stereo not given)	4	8	0	0	2	7	1	-1	-8
CCCS(=O)(=O)N1CCN(Cc2c[nH]c3ccccc23)CC1	0	5	-7	0	-2	1	1	-5	-14
COc1cc(CC(=O)Nc2ccc(S(=O)(=O)Nc3ncccn3)cc2)cc(OC)c1OC	5	8	-15	-6	-2	-13	4	-1	-13
CC1CN(CC(=O)N2CCc3[nH]c4ccccc4c3C2)CC(C)O1 (stereo not given)	-3	-9	-2	4	-28	-123	-114	-7	12[20 µM]
COc1ccc(/C=C/C(=O)N(Cc2ccccc2)c2ccccn2)cc1OC	7	-3	-19	-21	1	-6	-35	-1	-17
CCC(=O)NC(Nc1sc2c(c1C(=O)OC)CCCC2)(C(F)(F)F)C(F)(F)F	0	9	3	-2	/	-16	17	2	-11[20 µM]
O=C(Cn1nc(-c2ccc(Cl)cc2)c2ccccc2c1=O)NCC1CCCO1 (stereo not given)	-7	-8	-17	-3	-2	-6	-18	1	-20[20 µM]
Cc1cc(C)c(C)c(S(=O)(=O)N2CCCCC2C(=O)O)c1C (stereo not given)	-2	-5	-8	0	0	-6	2	-5	-21
C=CCc1cccc(CNc2c(C)cc(C)cc2C)c1O	2	-2	-2	-3	1	-3	9	-2	-28
Cc1cc(-c2ccccc2)nc(N2CCC(C(=O)NCC3CCCCC3)CC2)n1	1	2	/	2	/	/	/	/	-12[20 µM]
COc1cccc(-c2cc(C(=O)Nc3ccn(Cc4ccc(C)cc4)n3)no2)c1	-6	-7	4	8	-2	0	8	0	-8
CC(C)(C)CN1C(=O)C(=O)NC[C@@H]1Cc1ccc(O)cc1	/	/	-4	-1	1	7	18	2	-15
COc1ccc(-c2nc3n(c(=O)c2C#N)CCCS3)cc1	4	-3	-11	-39	-1	-16	-124	-3	-8[20 µM]
O=C1CC(c2ccc(F)cc2)CC2=C1C(c1ccc([N+](=O)[O-])o1)Nc1ccccc1N2 (stereo not given)	-2	-4	-13	-64	1	-1	11	0	10
COc1cc(OC)cc(C(=O)NNC(=S)Nc2ccccc2OC)c1	5	2	-15	-8	3	-7	-12	4	-16
CCOC(=O)C1CCCN(c2c(NCCCN(C)c3ccccc3)c(=O)c2=O)C1 (stereo not given)	3	0	-1	1	2	-4	100*	0	-8
Cc1nn(-c2ccccc2)c(N2CCCC2)c1/C=N/NC(=O)c1cccc(S(=O)(=O)Nc2ccc(Cl)cc2)c1	4	-19	-2	-6	-12	-24	-81	-25	0
CN1CCN(c2nc(NCCOC34CC5CC(CC(C5)C3)C4)nc(OCC(F)(F)F)n2)CC1	0	-12	0	-1	-4	2	-10	-11	-21

15 structures from above, ordered by length of the SMILES, descending:
SMILES	p97 ATPase inh	RBBP9 inhibitor	EBV gp42 block	Tb hexokinase	Runt-CBFb FRET	p47phox inh	m-calpain inh	Runt-SMMHC FRET	Furin inhibitor
Cc1nn(-c2ccccc2)c(N2CCCC2)c1/C=N/NC(=O)c1cccc(S(=O)(=O)Nc2ccc(Cl)cc2)c1	4	-19	-2	-6	-12	-24	-81	-25	0
CCC(c1nnnn1Cc1ccco1)N(Cc1cc2cc(C)cc(C)c2[nH]c1=O)CC1CCCO1 (stereo not given)	6	-5	-9	-5	10	-16	-24	-5	-16
COc1cc(CC(=O)Nc2ccc(S(=O)(=O)Nc3ncccn3)cc2)cc(OC)c1OC	5	8	-15	-6	-2	-13	4	-1	-13
CCC(=O)NC(Nc1sc2c(c1C(=O)OC)CCCC2)(C(F)(F)F)C(F)(F)F	0	9	3	-2	/	-16	17	2	-11[20 µM]
O=C1[C@@H]2[C@H](C(=O)N1Cc1ccco1)[C@H]1C=C[C@@H]2C1	-1	-2	-7	8	0	0	-30	-4	1[20 µM]
O=c1c2ccccc2nc(SCc2nnc(-c3ccccc3Br)o2)n1-c1ccccc1	5	1	-17	1	-1	-31	-35	-1	-12[20 µM]
CCOC(=O)C1CCCN(c2c(NCCCN(C)c3ccccc3)c(=O)c2=O)C1 (stereo not given)	3	0	-1	1	2	-4	100*	0	-8
Cc1cc(-c2ccccc2)nc(N2CCC(C(=O)NCC3CCCCC3)CC2)n1	1	2	/	2	/	/	/	/	-12[20 µM]
Cc1ccc(C2=Nc3ccccc3N(C(=O)c3ccccc3)C(C)C2)cc1 (stereo not given)	0	-3	-12	-5	-3	-10	5	2	-12
COc1ccc(/C=C/C(=O)N(Cc2ccccc2)c2ccccn2)cc1OC	7	-3	-19	-21	1	-6	-35	-1	-17
CC(C)(C)CN1C(=O)C(=O)NC[C@@H]1Cc1ccc(O)cc1	/	/	-4	-1	1	7	18	2	-15
Cc1cc(C)c(C)c(S(=O)(=O)N2CCCCC2C(=O)O)c1C (stereo not given)	-2	-5	-8	0	0	-6	2	-5	-21
CCCS(=O)(=O)N1CCN(Cc2c[nH]c3ccccc23)CC1	0	5	-7	0	-2	1	1	-5	-14
COc1ccc(-c2nc3n(c(=O)c2C#N)CCCS3)cc1	4	-3	-11	-39	-1	-16	-124	-3	-8[20 µM]
CN(C)Cc1nnnn1-c1ccccc1	11	-10	-11	0	0	-8	-18	4	-21

(continued)
SMILES	p97 ATPase inh	RBBP9 inhibitor	EBV gp42 block	Tb hexokinase	Runt-CBFb FRET	p47phox inh	m-calpain inh	Runt-SMMHC FRET	Furin inhibitor
O=C(Nc1nccc(-c2cccs2)n1)c1cccs1	-3	-3	-16	-10	-4	4	10	-2	-14[20 µM]
CC(=O)Nc1cccc(NC(=O)c2ccco2)c1	6	-8	-6	-1	2	-9	-23	1	-7
O=C(N/N=C\c1cccs1)c1sccc1-n1cccc1	5	-4	-11	-31	-1	-2	26	-1	-8
COc1cc(C(=O)Nc2cc(C)c(OCC(=O)N3CCOCC3)c(C)c2)cc(OC)c1OC	-9	-2	-2	6	2	-8	11	3	-4
CC(C)OC(=O)c1cc2c(ccn2C)n1CC(=O)N(Cc1ccccc1)c1ccccc1	-1	-3	-1	0	40	-22	6	-34	-5
COc1cc2[nH]c(=O)n(CCCC(=O)NCCc3ccccc3)c(=O)c2cc1OC	2	-1	-4	-13	-5	-1	-39	-1	-23
CNC(=S)NCCc1ccccc1	9	-3	-21	-6	2	-12	-25	1	-16
C=CCN1C(=O)C(CC(=O)O)SC1=Nc1ccc(C)cc1 (stereo not given)	4	-6	1	-8	2	-2	-20	-3	-29
O=C(CCNS(=O)(=O)c1cccc2nsnc12)NCCc1ccccc1	4	-4	-1	-10	3	-14	-27	-2	-21
C[C@H](N)c1nnc(SCC(N)=O)o1	0	-4	-17	-11	3	6	-7	2	-15
NC1=NC(=O)C2(COC(c3cccnc3)OC2)S1 (stereo not given)	6	1	-13	-24	0	2	5	1	0
Cc1cc2c3c(c1)C1(SCC(=O)N1c1ccc(F)cc1)C(=O)N3C(C)(C)CC2C (stereo not given)	-3	-5	-3	-11	-3	4	40	-2	-15[20 µM]
CCn1ncc(NC(=S)NCCc2ccccc2)c1C(N)=O	-2	-4	-2	5	3	-4	28	-8	-14
CS(=O)(=O)Nc1ccccc1C(=O)N1CCOCC1	4	5	-7	1	1	-13	-4	-2	-14[20 µM]
COc1cc(C2Nc3ccc4ncccc4c3C3=C2C(=O)CCC3)ccc1O (stereo not given)	5	-4	-7	-16	1	-14	3	-3	3
CCN(C(=O)COC(=O)/C=C/c1ccccc1)C1CCCCC1	0	-3	-15	2	-1	-5	-14	-1	-25
CCc1cccc(C)c1NC(=O)CC(C)(C)CC(=O)O	0	0	-3	-3	2	-4	0	-1	-15
Cn1c(O)c(C=NC(CC(N)=O)C(=O)O)c(=O)n(C)c1=O (stereo not given)	1	0	-13	3	-1	-7	-3	0	-26
O=C(CN1CCN(Cc2ccccc2F)C1=O)NC1CCCC1	-1	0	-4	-5	-1	-5	-25	3	-22
Cc1ccc2cc(CNC(C)(C)C)c(=O)[nH]c2c1	-1	-5	-12	-24	1	-10	9	-13	-1
Cc1nc2ccc(N=NC3=C(O)CCCC3=O)cc2s1	-5	-7	-28	-7	-4	-10	-3	-18	10
C=CCOc1ccc(C(=O)N(Cc2ccc(N(C)C)cc2)C2CCS(=O)(=O)C2)cc1 (stereo not given)	-8	-9	-9	-2	10	-3	-91	0	-11
CCN(c1ccc(NC(=O)COC(=O)c2cc3ccccc3oc2=O)cc1)C(C)C	-9	-12	1	-1	-3	5	10	3	-2
Clc1ccccc1OCCCCN1CCCC1	-5	-2	-27	-1	0	-5	-2	1	-18
O=C(CSc1nc2ccccc2c(=O)[nH]1)N1CCCCCC1	5	-1	-10	2	-2	-2	-20	0	-3

Continuation.
SMILES	p97 ATPase inh	RBBP9 inhibitor	EBV gp42 block	Tb hexokinase	Runt-CBFb FRET	p47phox inh	m-calpain inh	Runt-SMMHC FRET	Furin inhibitor
CC(=O)c1ccc(Oc2nc(-c3cccnc3)nc3ccccc23)cc1	1	0	-18	-5	0	-22	-3	0	-35
COc1ccc(OC)c(C(c2nnnn2Cc2ccccc2)N2CCC(C(N)=O)CC2)c1 (stereo not given)	2	8	-21	-4	0	-2	-5	-4	-23
CCc1nnc(NC(=O)CSc2n[nH]c(-c3ccccc3O)n2)s1	5	13	-26	-4	1	-6	-16	0	-25
Cc1cccc(C2c3[nH]c4ccccc4c3CCN2C(=O)c2noc3c2CCCC3)n1 (stereo not given)	-2	-14	-2	-10	-3	-2	7	0	-4
Cc1cc(C)nc(N2CCCC(C(=O)NCCc3ccccc3F)C2)n1 (stereo not given)	4	-2	-13	-1	2	-2	-51	8	-15
CN(C)/C=C1/N=C(c2ccccc2)OC1=O	1	-3	-22	-73	0	7	13	6	-8[20 µM]
